Screening data deposited in PubChem BioAssay by several laboratories.
TRPC6 activator: mouse TRPC6 channel activators, primary screen, cell-based, HEK293, membrane potential dye | Short transient receptor potential channel 6 (Mus musculus), Q61143 | HEK293-TRPC6 membrane potential dye fluorescence; hits give high values | B-score at 10 µM | 310,000 tested, 0.13% active | AID 2550, 2010;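 active = B-score of the integrated fluorescence ratio above library mean plus 3 SD, and starting fluorescence ratio within library mean plus 5 SD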;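 note: higher score means more depolarization so channel activation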
TRPC6 inh: mouse TRPC6 channel inhibitors, primary screen, cell-based, HEK293, membrane potential dye. Short transient receptor potential channel 6 (Mus musculus), Q61143. ACh-evoked depolarization; hits give low values. B-score at 10 µM. 310,000 tested, 1.1% active;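 active = B-score under library mean minus 3 SD, initial fluorescence not abnormally high, positive integrated signal ratio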;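 note: B-score derived from integrated fluorescence ratio over the kinetic read; more negative B-score means stronger inhibition of depolarization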
SKKanGAS inh: S. pyogenes SKKanGAS growth inhibitors in kanamycin, primary screen, streptokinase expression inhibitor project, SKKanGAS strain, BacTiter-Glo luminescence; inhibition, % at 7.5 µM; 6 h; 300,000 tested, 1.3% active;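 active = mean replicate score, as percent of positive control median, at least 50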;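 note: strain carries kanamycin resistance gene driven by streptokinase promoter and grows in 40 µg/ml kanamycin; loss of luminescence reflects streptokinase promoter inhibition or plain growth inhibition; 0% = median of DMSO wells and 100% = positive control at its reference dose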
HIF act: HIF pathway transcriptional activators, primary screen, cell-based, U2OS HRE-luciferase, luminescence; U2OS HRE-luciferase reporter; normalized: DMSO 0%, desferrioxamine 100%; 300,000 tested, 0.32% active; activation, % at 7.5 µM (by protocol);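 active = mean activation of at least 10% of the iron chelator positive control signal, with at least half of replicates also reaching 10%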
TRPC4 block: inhibitors of mouse TRPC4 channel, primary screen, Fluo4 calcium, HEK293 TRPC4beta/mu-opioid cells; 300,000 tested, 0.39% active; B-score at 10 µM; DAMGO-evoked Fluo4 calcium flux; hits give low values;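 active = B-score over 3 SD under the library average, no early fluorescence shift, positive overall ratio signal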
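Assay system: HEK293 cells with stable TRPC4beta plus mu-opioid receptor expression. Dosing: single dose. Measured by: Fluo4 Ca2+ flux fluorescence. Also added: DAMGO in two steps, submaximal then maximal. Read-out: B score from integrated Fluo4 fluorescence ratio.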
MrgX1 PAM: positive allosteric modulators of MrgX1, primary screen, HEK293 cells, Fluo-4 calcium flux; Mas-related G-protein coupled receptor member X1 (Homo sapiens), Q96LB2; FDSS; hits give high values; B-score at 10 µM; 310,000 tested, 0.63% active; AID 588675, 2011;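 active = plate-corrected calcium response at least 3 library SD above typical, normal starting fluorescence, not activating the receptor alone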;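 note: compound read alongside a low EC10 to EC30 dose of BAM8-22 agonist; peak minus trough fluorescence over baseline measured at the second addition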
Target sequence (Q96LB2 whole entry, looked up): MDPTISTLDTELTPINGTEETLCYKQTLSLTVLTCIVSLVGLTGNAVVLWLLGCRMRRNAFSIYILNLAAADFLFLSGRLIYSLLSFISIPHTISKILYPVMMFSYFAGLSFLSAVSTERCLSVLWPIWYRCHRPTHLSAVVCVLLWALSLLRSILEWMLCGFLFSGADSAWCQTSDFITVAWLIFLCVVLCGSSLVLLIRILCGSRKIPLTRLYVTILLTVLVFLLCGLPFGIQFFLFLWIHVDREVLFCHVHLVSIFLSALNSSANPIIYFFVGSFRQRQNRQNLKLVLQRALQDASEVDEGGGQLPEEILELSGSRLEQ
MrgX1 agonist: agonists of human MrgX1 receptor, primary screen, HEK293 cells, Fluo-4 calcium flux. Fluo-4 calcium fluorescence, agonist mode; hits give high values. B-score at 10 µM. Mas-related G-protein coupled receptor member X1 (Homo sapiens), Q96LB2. 310,000 tested, 0.44% active;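 active = calcium response B-score plate-corrected fluorescence ratio at least 3 library SD, with starting fluorescence B-score inside 5 SD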
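Material – MrgX1-expressing HEK293 cells · Input – 15,000 cells seeded per well · Dosing – compound as first of three additions · Times – overnight seeding, then 1 h dark dye loading · Measured by – kinetic Fluo-4 NW fluorescence of intracellular calcium · Read-out – B-scored fluorescence response ratio · Benchmarks – positive and negative control wells on each plate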
MrgX1 antagonist: antagonists of human MrgX1 receptor, primary screen, HEK293 cells, Fluo-4 calcium flux | BAM8-22 antagonism; hits give low values | 310,000 tested, 1.3% active | Mas-related G-protein coupled receptor member X1 (Homo sapiens), Q96LB2 | B-score at 10 µM | AID 588676, 2011;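 active = calcium-response B-score plate-corrected more than 3 library SD below zero, starting fluorescence within 5 deviations, no agonist response on first addition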;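 note: peak minus trough fluorescence over baseline after final BAM8-22 challenge near maximal dose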
RGS4 pot: RGS4 potentiators or activators, primary screen, cell-based, HEK293 M3R inducible RGS4, calcium flux. B-score at 10 µM. 310,000 tested, 0.92% active. carbachol calcium flux Fluo4; hits give low values;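 active = B-score of the integrated calcium signal more than 4 SD below the library mean, with starting fluorescence not abnormally high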;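 note: negative B-score means reduced calcium response which marks RGS4 activation or potentiation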
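Also added: carbachol at ECmax as muscarinic agonist stimulus; Assay system: HEK293 cells with stable M3R and inducible RGS4; Timing: overnight RGS4 induction, 30 min dye load 37 °C, 20 min compound RT; Measured by: Fluo4-AM (2 µM) calcium-flux fluorescence, kinetic read.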
RGS4 inh: RGS4 inhibitors, primary screen, cell-based, HEK293 M3R inducible RGS4, calcium flux | 310,000 tested, 0.45% active | AID 463165, 2010 | B-score at 10 µM | Fluo-4 calcium flux; hits give high values; triggered by carbachol at its EC20 | Regulator of G-protein signaling 4 (Homo sapiens), P49798;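 active = B-score, a plate-corrected calcium signal, over three deviations above library mean, with baseline fluorescence within five deviations of library mean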;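 note: RGS4 expression induced by doxycycline in cells with stable M3 receptor; B-score is computed from the integrated fluorescence ratio over baseline after carbachol; higher B-score means a larger calcium signal and so more RGS4 inhibition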
Target sequence (P49798 whole entry, looked up): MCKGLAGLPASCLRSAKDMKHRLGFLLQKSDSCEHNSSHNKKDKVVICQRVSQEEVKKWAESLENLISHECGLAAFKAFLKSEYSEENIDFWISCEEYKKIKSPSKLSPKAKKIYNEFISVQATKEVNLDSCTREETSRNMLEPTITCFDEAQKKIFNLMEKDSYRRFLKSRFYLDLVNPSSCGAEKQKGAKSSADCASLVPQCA
Platelet DG rel: inhibitors of platelet dense granule secretion, primary screen, cell-based, MLPCN, human platelets; human platelet-rich plasma, SFLLRN dense granule ATP release, luminescence; inhibition, %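 (compounds screened at 7.5 µM in platelet-rich plasma)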; 300,000 tested, 0.22% active;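 active = mean replicate score, as percent of positive control, at or above 50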
Starred values were filed as active, the others as inactive; i = inactive; . = no result given. No enrichment for hits, and some 6.1% of all compounds hit somewhere here.

Results follow in this order: TRPC6 activator	TRPC6 inh	SKKanGAS inh	HIF act	TRPC4 block	MrgX1 PAM	MrgX1 agonist	MrgX1 antagonist	RGS4 pot	RGS4 inh	Platelet DG rel
- CSCC(=O)NCC1(N(C)Cc2ccccc2)Cc2ccccc2C1
→ i	i	-2	-5.7	i	i	i	i	i	i	12
- COCCCNC(=O)CN1C(=O)c2ccccc2C1=O
→ i	i	7	.	i	i	i	i	i	i	-4
- O=c1[nH]c(C2CCN(S(=O)(=O)c3ccc4c(c3)OCCO4)CC2)nc2c1nnn2Cc1ccc(F)cc1
→ i	i	19	1.3	i	i	i	i	i	i	-4
- CC(/C=C/c1ccccc1)=N/NC(=O)CNC(=O)c1ccccc1F
→ i	i	-10	-0.3	i	i	i	i	i	i	6
- C=CC[C@]12C[C@@H](OC)C(=O)C=C1O[C@@H](c1ccc(OC)c(OC)c1)[C@H]2C
→ i	i	2	-0.3	i	i	i	i	i	i	0
- O=C(c1cc(COc2ccc3ncccc3c2)on1)N1CCCC(O)C1 (centres undefined)
→ i	i	0	1.0	i	i	i	i	i	i	-1
- CCC(Sc1nc2ccccc2o1)C(=O)Nc1nnc(C)s1 (centres undefined)
→ i	i	5	-0.5	i	i	i	i	i	i	10
- Cc1oc(-c2ccc(Cl)cc2)nc1CN1CCC(C(=O)NCc2cccnc2)CC1
→ i	i	-6	0.2	i	i	i	i	i	i	7
- CCOC(=O)c1c(NC(=O)C2C3CCC(O3)C2C(=O)O)sc(C)c1-c1ccc(F)cc1 (centres undefined)
→ i	i	11	-0.5	i	i	i	i	i	i	7
- CCOc1ccccc1NC(=O)CSc1nnc(-c2ccco2)n1Cc1ccco1
→ i	i	-8	-0.1	i	i	i	i	i	i	-2
- COC(=O)c1cc(S(=O)(=O)N2CCN(c3ccc(OC)cc3)CC2)cn1C
→ i	i	-2	0.3	i	i	i	i	i	i	-7
- N#CNC(=Nc1cccc(F)c1)SCc1cccc(F)c1
→ i	i	2	-0.1	i	i	i	i	i	i	4
- CC1=C(C(=O)Nc2ccccc2)C(c2ccco2)C(C#N)=C(SCC(N)=O)N1 (centres undefined)
→ i	i	-13	-0.1	i	i	i	i	i	i	-2
- O=c1[nH]c(SCc2ccccc2)nc2c1cnn2-c1ccc(F)cc1
→ i	i	4	0.1	i	i	i	i	i	i	-10
- COc1nc(Oc2ccc(C(=O)OCC(N)=O)cc2)nc(N(C)C)n1
→ i	i	15	0.0	i	i	i	i	i	i	-3
- O=C(O)COCC(=O)N1CCCN(c2nccc(C(F)(F)F)n2)CC1
→ i	i	-2	-0.2	i	i	i	i	i	i	2
- COc1ccc(-n2ncc(S(=O)(=O)c3ccccc3)c2-c2ccc(Cl)cc2)cc1
→ i	i	17	-0.6	i	i	i	i	i	i	-6
- Cc1cc(C)cc(NS(=O)(=O)c2ccc3[nH]cc(C(=O)NCc4ccco4)c(=O)c3c2)c1
→ i	i	5	-1.8	i	i	i	i	i	i	0
- Cn1ccc(C(=O)N/N=C/c2ccncc2)n1
→ i	i	-3	0.7	i	.	.	.	i	i	26
- O=C(c1ccccc1)c1ccccc1C(=O)N1CCOCC1
→ i	i	-2	-0.6	i	i	i	i	i	i	8
- Cc1ccccc1NC(=O)CSc1nnc(-c2ccco2)c(-c2ccco2)n1
→ i	i	6	-0.1	i	i	i	i	i	i	3
- CCN1C2=C(C(=O)CCC2)C(c2ccc(O)c(Br)c2)C2=C1CCCC2=O
→ i	i	4	0.0	i	i	i	i	i	i	-1
- CCCCn1c(N)c(N(CCOC)C(=O)COC(=O)c2cc(CC)c(C)s2)c(=O)[nH]c1=O
→ i	i	0	-0.5	i	i	i	i	i	i	1
- O=C(Cn1cc([N+](=O)[O-])cn1)NCCc1c[nH]c2ccccc12
→ i	i	.	.	i	i	i	i	i	i	.
- CCOC(=O)c1c(NC(=O)C2COc3ccccc3O2)sc(C(C)=O)c1C (centres undefined)
→ i	i	3	-0.1	i	i	i	i	i	i	-2
- CC(=O)Nc1ccc(S(=O)(=O)N2CCN(Cc3cccs3)CC2)cc1
→ i	i	1	-0.3	i	i	i	i	i	i	-1
- O=C(N/N=C/c1c(F)cccc1Cl)c1ccc(Cn2cc(Br)cn2)o1
→ i	i	0	-0.5	i	i	i	i	i	i	-8
- COCCCNC(=O)C(=O)NCCCOC(C)C
→ i	i	4	0.2	i	i	i	i	i	i	-1
- COc1cc(C(=O)N2CCN(C(=O)c3cc(-c4ccc(Br)cc4)n[nH]3)CC2)cc(OC)c1OC
→ i	i	7	1.0	i	i	i	i	i	i	-1
- Cc1cc(C(=O)COc2cccnc2[N+](=O)[O-])c(C)n1-c1ccccc1
→ i	i	5	-5.0	i	i	i	i	i	i	-13
- Cn1nc(C(F)(F)F)c(C#N)c1N1CCN(c2ccccc2F)CC1
→ i	i	4	-0.1	i	i	i	i	i	i	8
- O=C(Nc1ccccc1Oc1ccccc1)c1cnccn1
→ i	i	-2	0.1	i	i	i	i	i	i	-1
- O=c1ccc2ccc(Oc3ccc([N+](=O)[O-])cc3Cl)cc2o1
→ i	i	.	.	i	i	i	i	i	i	.
- O=C(Nc1ccccc1Br)c1cc(=O)c2ccccc2o1
→ i	i	4	1.7	i	i	i	i	i	i	-35
- O=C(CCN=C1NS(=O)(=O)c2ccccc21)OCC(=O)c1ccc(F)c(F)c1
→ i	i	-7	-0.9	i	i	i	i	i	i	-12
- C1CCC(CNc2c3c(nc4nnnn24)CCCC3)CC1
→ i	i	1	0.1	i	i	i	i	i	i	-5
- COc1cc(-c2c(C#N)c(N)nc3c2CCCC3)cc(OC)c1OC
→ i	i	-6	-0.4	i	i	i	i	i	i	-6
- COc1cccc(CN(C)C(=O)c2cc(COc3c(F)cccc3F)on2)c1
→ i	i	0	0.8	i	i	i	i	i	i	3
- COc1ccccc1N(CC(O)COc1ccccc1)S(=O)(=O)c1ccccc1 (centres undefined)
→ i	i	4	0.2	i	i	i	i	i	i	4
- O=C(NCc1ccc(OC(F)(F)F)cc1)C1CC(c2c(Cl)cccc2Cl)=NO1 (centres undefined)
→ i	i	10	-0.9	i	i	i	i	i	i	5
- COc1ccc(CCNC(=O)CSc2nnc(CNC(=O)c3ccco3)o2)cc1OC
→ i	i	0	-2.0	i	i	i	i	i	i	-6
- O=C(COC(=O)c1ccccc1)Nc1cc(Cl)ccc1Oc1ccccc1
→ i	i	14	-0.2	i	i	i	i	i	i	11
- CC(=O)Nc1ccc(S(=O)(=O)N(C)CC(=O)NC2CCCC(C)C2C)cc1 (centres undefined)
→ i	i	-6	0.1	i	i	i	i	i	i	-7
- C[C@@H](O)C1NC(=O)[C@H](CCCCN)NC(=O)c2cc([N+](=O)[O-])cc(I)c2NCCC[C@@H](C(N)=O)NC1=O (some centres undefined)
→ i	i	6	-1.4	i	i	i	i	i	i	2
- Cc1ccc(C(=O)Nc2ccc3ccccc3n2)cc1
→ i	i	-5	-8.2	i	i	i	i	i	i	3
- CC(C)n1nnnc1SCC(=O)N1CCOCC1
→ i	i	0	-1.7	i	i	i	i	i	i	-3
- COC(=O)c1onc(-c2c(C)cc(C)cc2C)c1C(=O)OC
→ i	i	-1	-0.3	i	i	i	i	i	i	-2
- C=CCOc1ccccc1CN1CCC(Oc2ccc(C(=O)N3CCCCC3)cc2)CC1
→ i	i	3	-0.5	i	i	i	i	i	i	22
- CC(=O)Nc1ccc2nc(SCC(=O)NCCOc3ccccc3)sc2c1
→ i	i	11	1.4	i	i	i	i	i	i	-2
- CCOC(=O)c1ccc(NC(=S)N2CCCC(C(=O)N3CCCC3)C2)cc1 (centres undefined)
→ i	i	-1	0.1	i	i	i	i	i	i	0
- COC(CNC(=O)c1cccc2c1C(=O)N(Cc1cccnc1)C2)OC
→ i	i	-4	0.3	i	i	i	i	i	i	3
- CC(C)(C)OC(=O)CNC(=O)c1[nH]cnc1C(=O)N[C@@H](Cc1ccccc1)C(=O)OCc1ccccc1
→ i	i	9	-0.1	i	i	i	i	i	i	4
- COc1ccccc1CNC(=O)C(NC(=O)c1ccccc1C)C(C)C (centres undefined)
→ i	i	0	-0.1	i	i	i	i	i	i	-4
- CCOC(=O)C1=C(C)NC2=C(C(=O)C(C(=O)OCC)C(c3cccc(OC)c3)C2)C1c1ccccn1 (centres undefined)
→ i	i	-10	0.0	i	i	i	i	i	i	-9
- CCc1nc(SCc2ccccc2C#N)n[nH]1
→ i	i	0	-1.3	i	i	i	i	i	i	-1
- CCN(c1ccc(NC(=O)COC(=O)c2cc3ccccc3oc2=O)cc1)C(C)C
→ i	i	6	-0.4	i	i	i	i	i	i	2
- Fc1ccc(CNC(=S)NCc2ccc(F)cc2)cc1
→ i	i	1	0.0	i	i	i	i	i	i	-19
- O=C1CSCC(=O)N1Cc1ccc(Cl)c(Cl)c1
→ i	i	0	-5.9	i	i	i	i	i	i	0
- Cn1ccnc1SCC(=O)Nc1cccc2ccccc12
→ i	i	-7	1.4	i	i	i	i	i	i	-1
- Cc1ccc(NC(=O)COC(=O)c2ccc3c(c2)NC(=O)C2CCCN32)cc1 (centres undefined)
→ i	i	26	-0.4	i	i	i	i	i	i	5
- CCC(C)Nc1c2c(nc3c(-c4ccccc4)c(C)nn13)CCC2 (centres undefined)
→ i	i	17	-0.5	i	i	i	i	i	i	3
